# Screens as filed in PubChem.
# C8 TRAIL sens = caspase-8 TRAIL sensitization | 1% of 360,000 active | inhibition (viability loss, TRAIL sensitization), % at 10 µM | NB7+C8 cells + TRAIL, ATPlite viability luminescence;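 active means compounds causing at least 50% loss of cell viability in the single-dose screen, relative to plate controls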
# NCOA2 inhibitor = human SRC2 (NCOA2) inhibition. inhibition, % at 9 µM. Q15596. HEK293 GAL4-SRC2 luciferase reporter, luminescence. AID 651957. 0.17% of 370,000 active;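 active means inhibition above the mean inhibition of all tested compounds plus 3 SD, set per campaign, cut at about 52% in these data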;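 further: 0% = DMSO treated cells and 100% = cells given Gossypol at 36 µM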
# Target sequence (Q15596 whole entry, looked up, the tested form may be a part): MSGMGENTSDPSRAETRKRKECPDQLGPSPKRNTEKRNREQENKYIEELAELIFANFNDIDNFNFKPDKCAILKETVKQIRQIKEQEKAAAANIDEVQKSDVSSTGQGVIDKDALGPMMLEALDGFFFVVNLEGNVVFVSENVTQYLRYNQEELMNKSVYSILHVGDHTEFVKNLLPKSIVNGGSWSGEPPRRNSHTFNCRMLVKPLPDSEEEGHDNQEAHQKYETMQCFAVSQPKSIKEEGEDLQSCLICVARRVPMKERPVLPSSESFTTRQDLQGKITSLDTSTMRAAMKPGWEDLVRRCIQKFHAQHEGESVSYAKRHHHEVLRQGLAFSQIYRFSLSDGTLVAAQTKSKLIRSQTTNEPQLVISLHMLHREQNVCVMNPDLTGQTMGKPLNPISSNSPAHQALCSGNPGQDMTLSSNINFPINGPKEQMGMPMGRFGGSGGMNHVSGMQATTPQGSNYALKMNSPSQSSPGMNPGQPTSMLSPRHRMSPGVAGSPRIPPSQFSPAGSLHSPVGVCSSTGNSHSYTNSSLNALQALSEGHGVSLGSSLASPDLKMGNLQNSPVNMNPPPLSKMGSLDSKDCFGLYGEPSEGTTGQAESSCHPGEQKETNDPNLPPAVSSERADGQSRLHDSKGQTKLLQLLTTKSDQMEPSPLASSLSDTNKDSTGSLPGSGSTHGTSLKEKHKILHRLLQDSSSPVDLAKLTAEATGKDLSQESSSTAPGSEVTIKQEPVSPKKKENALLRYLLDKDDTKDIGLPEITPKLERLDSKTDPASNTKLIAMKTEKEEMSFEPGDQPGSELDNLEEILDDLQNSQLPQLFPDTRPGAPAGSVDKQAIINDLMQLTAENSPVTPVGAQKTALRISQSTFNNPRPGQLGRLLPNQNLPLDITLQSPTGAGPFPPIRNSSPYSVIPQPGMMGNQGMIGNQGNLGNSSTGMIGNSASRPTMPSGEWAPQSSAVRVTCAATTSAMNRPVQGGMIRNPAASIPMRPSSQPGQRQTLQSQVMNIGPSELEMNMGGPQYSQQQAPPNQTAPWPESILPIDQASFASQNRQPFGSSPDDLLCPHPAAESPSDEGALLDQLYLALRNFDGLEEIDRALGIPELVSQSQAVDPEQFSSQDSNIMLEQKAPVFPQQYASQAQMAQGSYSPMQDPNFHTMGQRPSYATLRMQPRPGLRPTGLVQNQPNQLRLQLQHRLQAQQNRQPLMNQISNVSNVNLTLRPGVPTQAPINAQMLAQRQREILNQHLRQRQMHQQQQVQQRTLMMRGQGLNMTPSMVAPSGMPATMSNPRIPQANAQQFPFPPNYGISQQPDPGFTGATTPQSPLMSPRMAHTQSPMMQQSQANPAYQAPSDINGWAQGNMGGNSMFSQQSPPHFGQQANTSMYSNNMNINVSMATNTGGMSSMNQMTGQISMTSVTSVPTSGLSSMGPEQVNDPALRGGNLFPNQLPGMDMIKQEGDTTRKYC
# TWEAK-Fn14 inh = blocks TWEAK-Fn14 interaction in a reporter cell assay | TWEAK-stimulated Fn14 reporter cells, luciferase luminescence, 8 h | inhibition, % at 10 µM | 2% of 360,000 active | AID 1159606; in the data active means inhibition above about 50%
# TROY NFkB inh = TROY signaling inhibition. AID 1347056. Q293 LMP1-TROYcd NF-kB luciferase reporter, 4 h. 0.98% of 360,000 active. inhibition, % at 10 µM;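 active means compounds whose plate-normalised and pattern-corrected inhibition of the luciferase reporter signal at the single screening dose is 50% or more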
# NCOA1 inh = inhibits human SRC1 coactivator | Q15788 | 0.12% of 360,000 active | HEK293 GAL4-SRC1 luciferase reporter, luminescence | inhibition, % at 3.6 µM;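 active means inhibition above the campaign mean plus 3 SD, with each screening campaign given its own cutoff, cut at about 60% in these data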;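 further: 0% = DMSO treated cells and 100% = gossypol at 36 µM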
# COUP-TFII inh = inhibitors of human COUP-TFII (NR2F2); P24468; HEK293T NGFI-A luciferase reporter, luminescence; inhibition, % at 8.6 µM; 0.7% of 370,000 active; AID 686940;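 active means inhibition above a per-plate cutoff, mean inhibition of test wells between control levels plus 3 SD, cut at about 38% in these data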;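 further: cells cotransfected with COUP-TFII expression vector driving the NGFI-A reporter; 0% = median of COUP-TF2 test wells and 100% = reporter-only cells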
# KKLEB tox = reduces viability of KKLEB cystic fibrosis airway cells; KKLEB CF airway cells viability, ATPlite luminescence, overnight; hits give low values; cells stimulated with P. aeruginosa culture filtrate; activity change (cytotoxicity), % at 5 µM; 0.36% of 360,000 active; AID 602141;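 active means corrected activity change at or below -50% at 5 µM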
# NR5A2 inv ag = suppresses constitutive activity of human LRH-1; O00482; HEK293T StAR-luciferase reporter, LRH-1 transfected, 24 h; inhibition, % at 3.6 µM; 0.13% of 360,000 active; AID 602396;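 active means inhibition above the mean inhibition of all tested compounds plus 3 SD, cut at about 73% in these data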;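 further: 0% = DMSO wells and 100% = reporter-only cells lacking LRH-1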
# CF NFkB inh = cystic fibrosis NF-kB activation inhibition. KKLEB NF-kB-GFP reporter, PAF-induced, GFP fluorescence overnight. inhibition, % at 5 µM. 0.86% of 360,000 active. AID 588850;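 active means at least 50% inhibition at 5 µM, scaled per plate between neutral and stimulator controls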;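 further: PAF is a Pseudomonas aeruginosa culture filtrate used as stimulus; plate controls were PAF-stimulated DMSO wells for no effect and unstimulated DMSO wells for full effect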
# SRC3 inh = inhibits human SRC3 coactivator; Q9Y6Q9; HEK293 GAL4-SRC3 luciferase reporter, luminescence; inhibition, % at 3.6 µM; 0.17% of 360,000 active;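 active means inhibition above a per-campaign cutoff, the mean of all compounds plus 3 SD, cut at about 60% in these data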;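 further: 0% = DMSO-treated cells and 100% = gossypol-treated cells at 36 µM; higher means less SRC3-driven luciferase light from the GAL4 reporter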
# EBV LMP1 NFkB = reduces LMP1-driven NF-kappaB luciferase signal | inhibition, % at 12.5 µM | 0.69% of 350,000 active | AID 504558 | LMP1-induced NF-kappaB luciferase reporter cells, luminescence; in the data active means inhibition above about 41%;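 further: 0% = neutral control wells and 100% = reference inhibitor control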
# * = called active by the depositor; . = not tested or not shown.
[1] O=C(N=C1SC2CS(=O)(=O)CC2N1c1cccc(F)c1)C1CC1 (centres undefined)
[2] C1CCCCCC(=NNc2nn[nH]n2)CCCCC1
[3] C=C(C)Cn1c(C)cc(C)c(S(=O)(=O)c2cccc(C)c2)c1=O
[4] CCOC(=O)c1c(NC(=O)c2ccn(CC)n2)sc2c1CCCC2
[5] O=C(Nc1ccc(S(=O)(=O)N2CCOCC2)cc1)C1CCN(S(=O)(=O)c2ccc(Cl)cc2)CC1
[6] COc1ccccc1/C=C/C(=O)Nc1ccc(S(=O)(=O)Nc2cc(C)on2)cc1
[7] COC(=O)c1c(NC(=O)Cc2ccccc2)sc2c1CCN(C(C)C)C2
[8] O=c1oc2cc(OCc3ccc([N+](=O)[O-])cc3)ccc2c2c1CCCC2
Compound,1,2,3,4,5,6,7,8
C8 TRAIL sens,3,-14,8,-11,11,10,11,40
NCOA2 inhibitor,13,-42,-23,3,-1,-8,-18,7
TWEAK-Fn14 inh,1,7,21,-7,4,-3,-5,-34
TROY NFkB inh,-19,-3,6,-2,14,0,0,-45
NCOA1 inh,-4,9,19,6,-7,-60,10,-1
COUP-TFII inh,-20,-1,17,2,45*,-2,-17,-1
KKLEB tox,8,4,-7,1,6,4,20,-2
NR5A2 inv ag,14,-10,-17,-8,-15,-40,-2,5
CF NFkB inh,6,-3,14,1,4,-10,-18,-11
SRC3 inh,-5,12,18,4,20,-13,6,1
EBV LMP1 NFkB,-3,2,2,17,6,5,-3,-8

# Reprinted from the part before: 3 compounds; new compounds follow.
[6] COc1ccccc1/C=C/C(=O)Nc1ccc(S(=O)(=O)Nc2cc(C)on2)cc1
[7] COC(=O)c1c(NC(=O)Cc2ccccc2)sc2c1CCN(C(C)C)C2
[8] O=c1oc2cc(OCc3ccc([N+](=O)[O-])cc3)ccc2c2c1CCCC2
[9] N=c1c2c3c(sc2nc2n1CCC2)CCCC3
[10] COc1nc(=O)n(C2CCCO2)cc1C (centres undefined)
[11] COc1ccc(C(=O)/C(C#N)=N/Nc2cccc([N+](=O)[O-])c2)cc1
[12] CCn1nc(NC(=O)c2ccco2)c2cc3ccc(C)cc3nc21
[13] O=C(CCCCCN1C(=O)c2ccccc2C1=O)Nc1ccc2c(c1)OCCO2
[14] COC(=O)c1ccc(NCC(=O)Nc2cc(C)cc(C)c2)cc1
[15] Cc1ccc(NCC(=O)N/N=C/c2cc(O)ccc2[N+](=O)[O-])cc1
[16] COc1ccc(CCn2c(-c3cc([N+](=O)[O-])cc([N+](=O)[O-])c3)nc3nc4ccccc4nc32)cc1OC
Compound,6,7,8,9,10,11,12,13,14,15,16
C8 TRAIL sens,10,11,40,2,-3,-7,0,37,-6,6,-11
NCOA2 inhibitor,-8,-18,7,-15,-11,18,7,-13,-4,-24,13
TWEAK-Fn14 inh,-3,-5,-34,-23,9,60*,7,13,-1,15,-51
TROY NFkB inh,0,0,-45,6,-15,59*,.,3,-6,-16,-1
NCOA1 inh,-60,10,-1,10,-2,9,6,-9,-19,-2,5
COUP-TFII inh,-2,-17,-1,-17,3,-14,-2,5,15,-1,10
KKLEB tox,4,20,-2,-4,7,-47,6,-3,-8,5,-1
NR5A2 inv ag,-40,-2,5,8,-4,6,4,-13,-8,5,25
CF NFkB inh,-10,-18,-11,0,-6,54*,0,-3,3,10,-10
SRC3 inh,-13,6,1,-6,8,13,-9,13,2,1,15
EBV LMP1 NFkB,5,-3,-8,-4,8,15,0,-1,2,-17,6

[17] Cc1ccc(C(=O)NCC(=O)NCc2cc(=O)n(C)c(=O)n2C)cc1C
[18] COc1ccc(N(CC(=O)NCCSC(C)(C)C)S(C)(=O)=O)c(OC)c1
[19] O=c1[nH]c2ccccc2nc1Cc1ccc([N+](=O)[O-])cc1
[20] Cc1ccc2c(c1)c1c(n2C)C(C(N)=O)CCC1 (centres undefined)
[21] Cc1ccc2c(c1)NC(=O)C(CC(=O)NCCCN1CCN(c3cc(C)ccc3C)CC1)O2 (centres undefined)
[22] Cc1ccc(S(=O)(=O)c2cc3c(=O)n4cccc(C)c4nc3n(CCc3ccccc3)c2=N)cc1C
[23] Cc1[nH]c2ccccc2c1C(=O)C(=O)NCc1ccco1
[24] O=C(NN=C1CCCCCCCCCCC1)c1cccnc1
Compound,17,18,19,20,21,22,23,24
C8 TRAIL sens,-17,1,-14,-1,5,3,-6,-7
NCOA2 inhibitor,-8,-8,-17,10,-16,19,5,-25
TWEAK-Fn14 inh,-9,-8,-5,6,4,-3,-9,-2
TROY NFkB inh,-6,-14,-8,10,10,-6,-7,7
NCOA1 inh,13,15,-4,-13,8,-3,3,-11
COUP-TFII inh,-17,3,1,-1,14,15,7,-15
KKLEB tox,0,0,4,4,-11,5,-9,8
NR5A2 inv ag,-29,12,-18,8,8,14,-2,-5
CF NFkB inh,7,4,-30,-15,14,7,2,-9
SRC3 inh,-15,1,-36,15,-1,-5,-5,2
EBV LMP1 NFkB,2,-25,-5,-4,5,0,5,-3

[25] CCOC(=O)C1CCN(C(=O)c2ccccc2NS(=O)(=O)c2ccc(C)cc2)CC1
[26] CCCN(CCC)c1nc(Cl)nc(NCc2ccco2)n1
[27] COc1ccc(COCC(O)CN2CCN(S(=O)(=O)c3c(F)cccc3F)CC2)cc1OC (centres undefined)
[28] Cn1c(N2CCN(S(=O)(=O)c3ccc(Cl)cc3)CC2)nc2ccccc21
[29] CC(=O)Oc1ccc(N(C(C)=O)S(=O)(=O)c2ccc3ccccc3c2)cc1
[30] COc1ccc(CCn2nnnc2C(C(C)C)N2CCC(C(N)=O)CC2)cc1OC (centres undefined)
[31] CCN(CC)C(=O)Cc1c(OC)ccc2cc(Br)ccc12
[32] CC(C)C(OC(=O)c1ccccc1)c1nccc2ccccc12 (centres undefined)
Compound,25,26,27,28,29,30,31,32
C8 TRAIL sens,1,-3,-10,-12,-4,-12,-1,13
NCOA2 inhibitor,9,5,12,3,0,-11,5,-37
TWEAK-Fn14 inh,-1,75*,-4,6,5,-5,-12,-9
TROY NFkB inh,-20,7,10,15,11,3,9,-34
NCOA1 inh,-10,2,-4,18,-2,-27,6,-53
COUP-TFII inh,9,0,-1,0,-15,-10,5,-27
KKLEB tox,-12,-16,7,-12,3,2,-11,0
NR5A2 inv ag,14,-9,-16,-11,-1,9,-1,-42
CF NFkB inh,-18,11,-2,3,-9,-2,-3,-8
SRC3 inh,23,10,20,20,-15,9,19,-23
EBV LMP1 NFkB,-1,4,5,-5,12,-5,2,-41

[33] O=C(C1CC1c1ccccc1)N1CCOCC1 (centres undefined)
[34] COc1cc2nc(C3CC3)n(NC(=O)c3ccc(F)cc3)c(=O)c2cc1OC
[35] Cc1ccc2oc(-c3cccc(NC(=O)c4ccc(Br)o4)c3)nc2c1
[36] C[C@H](CO)N1C[C@H](C)[C@@H](CN(C)C(=O)Nc2ccnc(N3CCOCC3)c2)OCc2cnnn2CCCC1=O
[37] O=C1C(=O)N(Cc2cccnc2)C(c2cccc([N+](=O)[O-])c2)/C1=C(\O)c1ccc2c(c1)OCCO2 (centres undefined)
[38] O=C(Cn1sc2ccccc2c1=O)Nc1ccc(Br)cc1
[39] CC1CC1C(=O)Nc1nc(-c2ccccc2)cs1 (centres undefined)
[40] CC(=O)Nc1ccc(N2CCCC2)cc1
Compound,33,34,35,36,37,38,39,40
C8 TRAIL sens,-7,-10,-11,7,17,3,-2,-10
NCOA2 inhibitor,-2,15,-22,-50,2,15,-14,-16
TWEAK-Fn14 inh,-4,-13,-2,7,-1,-2,-31,22
TROY NFkB inh,-2,8,36,-13,0,5,-53,-2
NCOA1 inh,-9,-6,-60,4,-3,-7,-49,-28
COUP-TFII inh,-1,8,-37,-10,10,21,-22,8
KKLEB tox,9,6,7,-5,-15,-9,7,7
NR5A2 inv ag,-6,-14,-85,-13,11,-10,-55,11
CF NFkB inh,-27,3,-18,-12,23,-3,-14,-3
SRC3 inh,-1,15,-82,-18,10,6,-17,-3
EBV LMP1 NFkB,13,2,-27,3,0,2,-2,10

# Only EBV LMP1 NFkB, CF NFkB inh and NR5A2 inv ag, for 3 of the compounds above:
cpd | mol | EBV LMP1 NFkB | CF NFkB inh | NR5A2 inv ag
31 | CCN(CC)C(=O)Cc1c(OC)ccc2cc(Br)ccc12 | 2 | -3 | -1
32 | CC(C)C(OC(=O)c1ccccc1)c1nccc2ccccc12 (centres undefined) | -41 | -8 | -42
33 | O=C(C1CC1c1ccccc1)N1CCOCC1 (centres undefined) | 13 | -27 | -6

# (next part)
[41] CN(C(=O)Cc1csc(-c2ccccc2)n1)c1c(N)n(Cc2ccccc2)c(=O)[nH]c1=O
[42] O=C(NCCN1CCOCC1)c1cc(Sc2ccc(F)cc2F)nc2ccccc12
[43] O=C(Cn1nnc(-c2ccc(F)cc2)n1)NC(=O)NC1CCCCC1
[44] Cc1nn(C)cc1/C=N/NC(=S)Nc1ccccc1
[45] O=C(O)c1cc2cc(S(=O)(=O)O)ccc2cc1O
[46] COc1cc(S(=O)(=O)Nc2ncn[nH]2)ccc1Cl
[47] COc1ccc(-n2c3c(cc(C(=O)Nc4cccc(C)n4)c2=O)C(=O)CC(C)(C)C3)cc1
[48] Cc1ccc(Cc2cnc(NC(=O)CN3CCOCC3)s2)cc1Cl
Compound,41,42,43,44,45,46,47,48
C8 TRAIL sens,-9,5,0,6,9,-6,-5,10
NCOA2 inhibitor,-15,20,-22,-93,-10,7,-7,-1
TWEAK-Fn14 inh,-1,-22,-24,-12,-11,11,-8,20
TROY NFkB inh,0,1,7,-27,1,2,-5,-6
NCOA1 inh,-1,-11,-7,-68,4,-8,2,-3
COUP-TFII inh,-13,-10,-7,-59,0,6,26,10
KKLEB tox,2,-2,-6,3,17,-20,4,-8
NR5A2 inv ag,-18,1,17,-101,-1,11,-6,0
CF NFkB inh,6,5,8,-4,4,4,-4,21
SRC3 inh,-21,4,3,-90,4,2,16,24
EBV LMP1 NFkB,3,0,-3,-6,-8,-2,3,17

[49] Cc1nn(CC(C)C)c2sc(C(=O)NC3CC(C)(C)NC(C)(C)C3)cc12
[50] Cc1ccc(N(Cc2cc3ccccc3[nH]c2=O)S(C)(=O)=O)cc1
[51] COc1cccc(C(=O)NN2CC(O)=C(c3nc4ccccc4s3)C2=N)c1
[52] NC(=O)c1c(NC(=O)c2ccccc2)sc2c1CCN(Cc1ccccc1)C2
[53] CN1CCN(c2ccc(S(=O)(=O)N3CCCCC3)cc2NC(=O)c2ccc(F)cc2F)CC1
Compound,49,50,51,52,53
C8 TRAIL sens,-7,0,3,2,-9
NCOA2 inhibitor,-1,8,-38,-27,4
TWEAK-Fn14 inh,7,3,-16,-11,-9
TROY NFkB inh,5,15,-8,-6,6
NCOA1 inh,-11,-11,-8,-11,-8
COUP-TFII inh,-8,-2,-10,9,-22
KKLEB tox,-6,-9,2,2,-20
NR5A2 inv ag,5,-1,-13,-17,12
CF NFkB inh,15,19,-9,-23,13
SRC3 inh,9,8,-10,-18,0
EBV LMP1 NFkB,8,12,-11,-17,-11
